NR2E3 ag-1: NR2E3 agonists in two-hybrid cells, primary screen, cell-based, luminescence, CHO-S, Gal4-NCOR/VP16-NR2E3; Photoreceptor-specific nuclear receptor (Homo sapiens), Q9Y5X4; luciferase; inhibition of corepressor binding, % at 3.98 µM; actives 0.35% (n = 360,000); AID 602229, 2012;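 active means inhibition above the mean of all tested compounds plus 3 SD, cut at about 70% in these data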;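 further: 0% = DMSO with NR2E3 transfected cells and 100% = cells lacking NR2E3 construct; higher means lower luciferase signal from less NR2E3 corepressor binding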
Target sequence (Q9Y5X4 whole entry, looked up, the tested form may be a part): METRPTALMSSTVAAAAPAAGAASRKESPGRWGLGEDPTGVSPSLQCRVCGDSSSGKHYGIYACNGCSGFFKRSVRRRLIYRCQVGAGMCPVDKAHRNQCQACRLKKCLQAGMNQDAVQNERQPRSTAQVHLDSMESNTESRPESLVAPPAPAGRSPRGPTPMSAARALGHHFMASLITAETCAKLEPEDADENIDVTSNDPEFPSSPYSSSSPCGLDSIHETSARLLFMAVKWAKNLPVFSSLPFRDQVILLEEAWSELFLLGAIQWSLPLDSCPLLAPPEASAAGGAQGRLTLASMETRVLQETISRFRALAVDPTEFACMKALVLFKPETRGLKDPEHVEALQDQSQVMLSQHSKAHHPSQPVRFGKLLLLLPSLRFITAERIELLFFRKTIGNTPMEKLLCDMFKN
NR2E3 ag-2: inhibitors of NR2E3-RetCOR corepressor binding, primary screen, NR2E3 agonist project, biochemical, TR-FRET, GST-NR2E3, biotin-RetCOR; 1536-well; inhibition of corepressor binding, % at 4.78 µM; actives 0.12% (n = 320,000); AID 2300, 2010;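 active means percent inhibition above the cutoff of mean plus 3 SD of all tested compounds, set per screening campaign, cut at about 20% in these data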;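 further: 0% = DMSO wells and 100% = biotin wells as full block of FRET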
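Test system – NR2E3–RetCOR corepressor complex · Quantity – NR2E3 fusion 1.35 nM · Buffer or medium – Tris pH 7.5 · Incubation – Compound–protein incubation for 5 h at 4 °C · Technique – TR-FRET, Eu(K)-anti-GST donor, streptavidin-D2 acceptor, ex 340, em 617/671 nm · Evaluation – percent inhibition of 671/617 nm emission ratio versus biotin and DMSO controls · Plate – 1536-well format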
KKLEB tox: cytotoxicity in KKLEB CF airway cells, primary screen, cytotoxicity control for CF NF-kB inhibitor project, cell-based, uHTS, fluorescence assay plates | KKLEB CF airway cells viability, ATPlite luminescence, overnight; stronger effect = lower value; cells stimulated with P. aeruginosa culture filtrate | actives 0.36% (n = 360,000) | activity change (cytotoxicity), % at 5 µM;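 active means corrected activity change at or below -50% at 5 µM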
TRAIL sens C8: viability loss with TRAIL in NB7+C8 cells, primary screen, TRAIL sensitizer project, cell-based, ATPlite luminescence. actives 1% (n = 360,000). inhibition (viability loss, TRAIL sensitization), % at 10 µM;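 active means compounds causing at least 50% loss of cell viability in the single-dose screen, relative to plate controls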
TWEAK-Fn14 inh: inhibitors of TWEAK-Fn14 signaling, primary screen, luciferase reporter cells, uHTS. TWEAK-stimulated Fn14 reporter cells, luciferase luminescence, 8 h. inhibition, % at 10 µM. actives 2% (n = 360,000); in the data active means inhibition above about 50%
CF NFkB block: inhibitors of PAF-induced NF-kB signaling, primary screen, cell-based, GFP fluorescence, uHTS; KKLEB NF-kB-GFP reporter, GFP fluorescence overnight; actives 0.86% (n = 360,000); AID 588850, 2011; inhibition, % at 5 µM;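 active means at least 50% inhibition at 5 µM, scaled per plate between neutral and stimulator controls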;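 further: PAF is a Pseudomonas aeruginosa culture filtrate used as stimulus; plate controls were PAF-stimulated DMSO wells for no effect and unstimulated DMSO wells for full effect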
Shn3 3UTR inh: reduction of Shn3 3'UTR firefly luciferase signal, primary screen, Schnurri-3 inhibitor project, cell-based, Clone20 osteoblasts, set 2; actives 0.52% (n = 360,000); Clone20 osteoblast Shn3 3'UTR firefly luciferase, 24 h; inhibition, % at 12.5 µM;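 active means mean inhibition of at least 75% with every replicate also reaching 75%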;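 further: 0% = median of neutral control wells and 100% = pilot-screen positive control compound; some compounds past the cut are filed as inactive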
TROY signal inh: inhibitors of TROY-driven NF-kB signaling, primary screen, Q293 LMP1-TROYcd cells, NF-kB luciferase, uHTS; inhibition, % at 10 µM; actives 0.98% (n = 360,000); AID 1347056, 2019; Q293 LMP1-TROYcd NF-kB luciferase reporter, 4 h;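 active means compounds whose plate-normalised and pattern-corrected inhibition of the luciferase reporter signal at the single screening dose is 50% or more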
MITF TRPM1 inh: inhibitors of MITF-dependent TRPM1 promoter reporter, primary screen, cell-based, SK-MEL-5, single point, luciferase. SK-MEL-5 TRPM1 promoter luciferase, 24 h. inhibition, % at 12.5 µM. actives 0.83% (n = 330,000). AID 488899, 2010;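 active means mean inhibition across replicates of 60% or more, whatever share of single replicates reaches that level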; further: values of inactives mirror those of a sister screen read the other way
Peg3 promoter: Peg3 promoter-driven luciferase inhibitors, primary screen, cell-based, HeLa, luciferase luminescence; HeLa PEG-Prom luciferase reporter, overnight; inhibition, % at 20 µM; actives 1.7% (n = 360,000); AID 588405, 2011;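 active means inhibition of at least 50% at 20 µM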
HIF-2a inh: HIF-2a reporter inhibitors, primary screen, luminescence, 786-0 RCC cells; 786-0 RCC cells HIF-2a reporter, luciferase luminescence, overnight; actives 0.72% (n = 360,000); inhibition, % at 18.8 µM; AID 624352, 2012;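 active means inhibition of the luminescence signal of 40% or more relative to plate controls, in a single-dose primary screen at 18.75 µM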
Numbers without * were called inactive; . = not tested or not shown; & = joins results of further samples.

SMILES	NR2E3 ag-1	NR2E3 ag-2	KKLEB tox	TRAIL sens C8	TWEAK-Fn14 inh	CF NFkB block	Shn3 3UTR inh	TROY signal inh	MITF TRPM1 inh	Peg3 promoter	HIF-2a inh
CN(Cc1ccco1)C(=O)C1CCC(=O)N1Cc1ccc(F)cc1 (stereo not drawn)	-14	1	1	-19	32	7	1	-1	2	12	27
COc1cccc(-c2nnc(NC(=O)c3ccc(S(=O)(=O)N4CC(C)OC(C)C4)cc3)o2)c1 (stereo not drawn)	1	-4	-4	11	2	6	57	3	32	34	20
O=C(O)c1ccccc1NCc1ccsc1	-21	.	7	4	-3	-19	0	-8	-5	4	13
Cc1csc(NC(=O)CN2C(=O)COc3ccc(Cl)cc32)n1	-19	2	-14	31	1	-18	8	-5	-5	18	5
CCCc1cc2c(=O)c(-c3ccc4c(c3)OCCO4)coc2cc1OS(C)(=O)=O	-97	-1	0	28	-6	-4	-53	-22	-49	-116	-214
COC(=O)c1nc2ccccc2s1	-21	-1	2	11	-12	10	-16	23	5	-9	-2
Cn1cnnc1SC1CCCCC1NS(=O)(=O)c1ccccc1 (stereo not drawn)	-4	1	-16	7	7	3	-6	-17	0	-11	9
COc1ccc(-n2c(SCC(=O)C(C)(C)C)nc3c(sc(=S)n3-c3ccccc3)c2=O)c(OC)c1	-28	0	9	-4	9	-12	41	-13	8	-6	4
CC(=C/c1ccc(C(C)C)cc1)/C=N/NC(=O)CSc1ccccn1	-89	0	16	5	38	5	-36	28	-45	-248	-135
CCOC(=O)c1cc(C#N)c(SCC(=O)OC)[nH]c1=O	4	0	4	-8	6	6	7	-8	16	17	20
COc1ccccc1/C=C/C(=O)NCC(=O)N=Nc1c(O)[nH]c2ccccc12	26	-2	14	-2	-60	-38	-4	8	-10	-22	-8
CC(C)Oc1ccc(-c2cc(C(=O)NCCN3CCOCC3)c3ccccc3n2)cc1	-39	2	-1	43	-12	-12	-32	-19	-20	-117	-116
COc1ccc(OCC(=O)Nc2cccc(S(=O)(=O)N(C)c3ccccc3)c2)c([N+](=O)[O-])c1	-17	0	-16	-3	-11	6	-8	-3	-10	13	-2
O=C(CCNC(=O)c1ccccc1Cl)Nc1cc(S(=O)(=O)N2CCOCC2)ccc1N1CCCC1	16	3	-3	1	-11	6	12	-10	-1	18	14
Cn1c(=O)c2c(nc(CN3CCN(c4ccccc4)CC3)n2CCc2ccccc2)n(C)c1=O	10	2	6	23	-5	0	15	13	-6	-1	-5
CCOc1cc(C(=O)Nc2cc(C)on2)cc(OCC)c1OCC	3	2	-8	-11	0	7	4	0	10	10	7
CN(Cc1ccccn1)C(=O)c1cc(COc2ccc(F)c(F)c2)on1	-114	.	7	-8	1	1	-84	-58	.	-298	-261
CS(=O)(=O)N(CCc1ccccc1)CC(=O)N1CCN(c2ccc(F)cc2)CC1	-1	0	5	-8	11	-3	8	4	6	12	21
Clc1ccc(-c2cn3nc4c(nc3n2)CCCC4)cc1	-68	-1	7	29	-1	-16	14	14	26	-91	-116
CCCCSc1nc(C)c(CC(=O)OC)c(=O)[nH]1	-5	1	6	7	-1	-6	-3	2	10	6	12
COc1ccccc1NS(=O)(=O)c1cccc(C(=O)N(C)Cc2cccs2)c1	-28	-1	-3	0	-15	2	-1	1	13	21	13
CS(=O)(=O)c1cnc2c(-c3ccc(F)cc3)cnn2c1N	-87	0	-20	36	-15	5	-64	-26	-77	-275	-252
Cc1ccc(S(=O)(=O)N(C)C)cc1NC(=O)COC(=O)/C(=C/c1ccc(F)cc1)c1cccs1	-19	0	6	-3	49	-13	19	34	7	24	27
COc1ccc(CC(=O)NNC2=Nc3cccc4cccc2c34)cc1	-27	-1	13	-2	6	-4	10	-3	11	19	21
CCOC(=O)C1(Cc2cccc(F)c2)CCN(C2CCOCC2)CC1	-23	8	-6	-11	-8	-2	22	10	4	-2	6
O=C(COC(=O)c1ccccc1SCC(=O)N1CCCC1)Nc1ccc(OC(F)F)cc1	-35	0	-2	3	-13	-16	-14	-12	-10	-38	-50
CCOC(=O)c1ccccc1NC(=O)C1CCCO1 (stereo not drawn)	-15	4	7	-7	3	5	8	2	-7	20	12
CCN1CCN(CCC(=O)Nc2ccccc2)CC1	2	.	6	-12	15	-17	0	3	-5	11	1
CCCCC(=O)Nc1ccc(C(=O)Nc2ccc(S(=O)(=O)Nc3ccc(C)cc3)cc2)cc1	-14	0	5	7	3	-2	-3	0	-3	14	13
CCN(C(=O)c1c(-c2ccccc2Cl)noc1C)C1CCCCC1	-17	2	-9	5	7	-13	11	-4	9	10	13
Cc1ccc(-c2ccc(=O)n(Cc3cc(C)ccc3C)n2)cc1	-11	.	-6	-8	8	23	11	7	12	36	24
CNc1c(NS(=O)(=O)c2ccc3c(c2)CCCC3)c(=O)oc2ccccc12	-3	5	13	2	31	-9	0	10	-4	14	7
CCCCc1nc2cc(C(=O)N3CCC(OC)CC3)ccc2o1	-54	-4	2	4	-20	-5	-36	-23	-16	-83	-101
O=C(C1CCN(Cc2cc(Cl)ccc2O)CC1)N1CCN(Cc2ccccc2)CC1	8	-2	-7	11	1	8	20	-4	4	8	20
Cc1ccc2oc(=O)cc(CN3CCC(C)CC3)c2c1	-18	-1	0	12	-17	2	-15	0	-1	-11	-43
O=C1COc2ccc(C(=O)COC(=O)Cc3ccccc3F)cc2N1	-13	0	4	3	-9	-10	4	-16	6	12	12
C[N+]1(C2CCC3CCC2C3O)CCCC1 (stereo not drawn)	-18	-1	-29	11	0	6	-2	-13	-6	16	18
Cn1nc(-c2ccccc2)c(C(=O)NC(C(=O)O)c2ccccc2)c1Cl (stereo not drawn)	-9	2	9	-5	-10	8	-28	7	-9	3	-4
O=C(CSc1nc2ccccc2n1CCc1ccccc1)N1CCOCC1	-19	2	18	0	-25	-24	-22	5	10	6	11
Cc1ccc(NC(=O)CCc2c(C)nc3ncnn3c2C)cc1	-1	3	-6	4	0	11	9	0	-3	3	10
Cc1ccc(NC(=S)NCCN2CCOCC2)cc1	7	2	-2	-6	3	-6	1	-12	-8	1	-15
CCCCOCCCNCC(=O)Nc1ccc(S(N)(=O)=O)cc1	-13	-1	5	-4	-13	-3	-1	-9	12	-2	15
COC(=O)c1ccccc1COc1cccn2c(N(C)Cc3cccs3)c(C)nc12	0	.	-2	2	-5	25	16	8	.	-14	-130
Cc1ccc(C)c(C(=O)OCC(=O)N(C)c2ccccc2)c1	6	1	4	-13	2	16	-8	-7	7	8	3
CN(C(=O)c1ccc(NC(=O)Cc2cccc(NC(=O)C3CCCN(C(=O)C4CC4)C3)c2)cc1)C1CCCC1 (stereo not drawn)	-27	1	-6	-3	2	18	10	5	5	-1	-9
CCOC(=O)c1c(/N=C/N(C)C)sc(/C=N/Nc2ccccc2)c1-c1ccccc1	11	3	7	3	-7	13	10	9	-4	-17	-28
O=c1cc(-c2ccccc2Cl)c2c([nH]1)CCC2	-13	2	26	-6	13	4	-3	-8	3	-1	5
CC1(C)S[C@@H]2[C@H](NC(=O)Cc3ccccc3)C(=O)N2[C@H]1C(=O)O	-8&-27	4&2	12&-10	11&11	-6&-5	8&-2	14&-17	6&-55	8&-1	-6&3	9&17
O=C(CCS(=O)(=O)c1ccc(Br)cc1)NCCc1ccccc1	-21	-4	9	-8	-16	-3	-6	-19	-2	16	7
COc1cccc(-c2csc(NC(=O)C3CC3)n2)c1	-82	2	1	7	-16	2	47	-66	-107	-314	-332
CNC(=O)N(O)C1N(c2ccccc2)C(=S)SC1(C)C (stereo not drawn)	10	-2	8	1	20	3	1	0	0	15	2
Oc1ccc(Nc2nc(-c3cccnc3)cs2)cc1	-44	-4	-13	-1	42	16	-78	-17	-17	-272	-207
C=CCNC(=O)C12CCC(C)(C(=O)C1Br)C2(C)C (stereo not drawn)	-13	0	-4	-3	-11	3	7	2	1	10	11
Cc1cc(C)n(CC(=O)N/N=C/c2ccco2)n1	-5	-2	0	-9	-11	3	7	-10	14	-1	18
CCCn1c(=NC(=O)c2ccco2)c(C(=O)OCC)cc2c(=O)n3ccccc3nc21	9	1	-10	1	-12	-30	14	-1	-6	8	-17
CCc1cc2c(=O)[nH]cnc2s1	-7	5	-4	-1	-22	3	-20	3	-9	9	11
Nc1nc2n(n1)C(=O)CC(c1ccccc1[N+](=O)[O-])N2 (stereo not drawn)	-43	-3	-1	0	10	3	1	-18	7	11	6
CCCCNC(=O)C1C2C=CC3(CN(Cc4ccccc4Cl)C(=O)C13)O2 (stereo not drawn)	1	3	-8	5	3	-6	5	16	11	5	6
O=S(=O)(Cc1cc(Oc2ccccc2)nc(-c2ccccc2)n1)c1ccccc1	-13	-3	0	4	2	-7	-12	-27	-14	22	18
O=C(C1=C(O)C(=O)N(Cc2cccnc2)C1c1ccccn1)c1cccs1 (stereo not drawn)	-2	5	4	-1	-1	7	2	0	-1	-1	-1
O=C(Nc1ccc2oc(-c3ccncc3)nc2c1)c1ccccc1	-29	-2	9	1	-6	-24	-4	1	3	-19	-67
CC(C)CCNC(=O)c1ccc(Cn2c(=S)[nH]c3ccccc3c2=O)cc1	-25	2	8	-1	8	-22	27	-4	0	16	-1
COc1ccc(C)cc1S(=O)(=O)N1CCN(C(=O)c2ncoc2-c2cccc(F)c2)CC1	-8	0	3	3	8	-6	7	2	14	12	22

Structures from the list above that contain a nitro group on carbon, in the order listed:
SMILES	NR2E3 ag-1	NR2E3 ag-2	KKLEB tox	TRAIL sens C8	TWEAK-Fn14 inh	CF NFkB block	Shn3 3UTR inh	TROY signal inh	MITF TRPM1 inh	Peg3 promoter	HIF-2a inh
COc1ccc(OCC(=O)Nc2cccc(S(=O)(=O)N(C)c3ccccc3)c2)c([N+](=O)[O-])c1	-17	0	-16	-3	-11	6	-8	-3	-10	13	-2
Nc1nc2n(n1)C(=O)CC(c1ccccc1[N+](=O)[O-])N2 (stereo not drawn)	-43	-3	-1	0	10	3	1	-18	7	11	6

An excerpt (hit frequency here may not be typical).
